SIAE primary – blocks human sialic acid acetylesterase. Q9HAT2. actives 0.69% (n = 370,000). inhibition, % at 9.66 µM. AID 1053197. SIAE FP-Rh probe binding, fluorescence polarization;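 active means inhibition above a cutoff: mean of compounds within the control limits plus 3 SD of those, cut at about 17% in these data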;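 further: 0% = plate median of compound wells and 100% = probe without SIAE protein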
PG9 binder – small molecules binding HIV-1 gp120 antibody PG9; TR-FRET gp120-PG9 antibody binding; inhibition, % at 6.7 µM; actives 0.43% (n = 360,000); AID 624416; in the data active means inhibition above about 8.5%
ABHD4 inh – inhibitors of mouse ABHD4; inhibition, % at 8.92 µM; actives 0.54% (n = 370,000); AID 720543; Q8VD66; purified mABHD4, FP-Rh probe fluorescence polarization;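 active means inhibition exceeding the mean over every tested compound plus 3 SD, cut at about 30% in these data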;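 further: 0% = plate median of compound wells and 100% = S159A mutant with DMSO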
Target sequence (Q8VD66 whole entry, looked up): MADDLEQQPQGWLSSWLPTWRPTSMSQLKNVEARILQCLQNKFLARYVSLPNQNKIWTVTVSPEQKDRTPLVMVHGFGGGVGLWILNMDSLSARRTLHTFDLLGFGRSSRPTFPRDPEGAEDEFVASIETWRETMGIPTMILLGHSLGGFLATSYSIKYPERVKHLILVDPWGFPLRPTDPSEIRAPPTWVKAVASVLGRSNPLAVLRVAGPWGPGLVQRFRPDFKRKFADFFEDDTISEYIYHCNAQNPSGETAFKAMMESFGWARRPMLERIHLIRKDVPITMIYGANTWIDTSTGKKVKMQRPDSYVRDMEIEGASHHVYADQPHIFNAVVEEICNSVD
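Material: mouse ABHD4 enzyme, wild type; Benchmarks: S159A mutant high control, sample median low control; Buffer or medium: HEPES pH 7.0, NaCl, Pluronic buffer; Signal: fluorescence polarization; Read-out: percent inhibition of probe binding, normalized to plate controls; Timing: pre-incubation 45 min, probe exposure 60 min, at 25 °C; Dosing: 8.92 µM, single dose.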
Rev-erbA mod – modulators of human Rev-erb alpha DNA binding; P20393; Rev-erbα–FITC-DNA binding, fluorescence polarization, 90 min; activity, % at 10 µM; actives 0.79% (n = 370,000); AID 1259318;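 active means activity above about 14%, limit read from the data; passing the limit was not always enough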;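 further: 0% = DMSO wells with 35 nM protein and 100% = DMSO wells with 750 nM protein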
TCR-CD3 inh – human TCR-CD3 binding inhibition; TAMRA-labeled TCR probe fluorescence, biochemical; inhibition, % at 9.4 µM; actives 0.37% (n = 360,000); in the data active means inhibition above about 19%;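 further: recombinant mutant TCR 2C K166C tagged with TAMRA read by polarization; 0% = receptor in buffer alone and 100% = receptor with positive control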
TDP2 inh – TDP2 (human) inhibition, absorbance primary screen; recombinant TDP2, T5PNP hydrolysis, p-nitrophenol absorbance 415 nm; inhibition, % at 12.8 µM; actives 0.34% (n = 370,000); AID 720702;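 active means inhibition above the mean of all tested compounds plus 3 SD, set per campaign, cut at about 25% in these data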;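 further: 0% = DMSO with enzyme and 100% = buffer with substrate but no TDP2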
Target sequence (O95551 whole entry, looked up): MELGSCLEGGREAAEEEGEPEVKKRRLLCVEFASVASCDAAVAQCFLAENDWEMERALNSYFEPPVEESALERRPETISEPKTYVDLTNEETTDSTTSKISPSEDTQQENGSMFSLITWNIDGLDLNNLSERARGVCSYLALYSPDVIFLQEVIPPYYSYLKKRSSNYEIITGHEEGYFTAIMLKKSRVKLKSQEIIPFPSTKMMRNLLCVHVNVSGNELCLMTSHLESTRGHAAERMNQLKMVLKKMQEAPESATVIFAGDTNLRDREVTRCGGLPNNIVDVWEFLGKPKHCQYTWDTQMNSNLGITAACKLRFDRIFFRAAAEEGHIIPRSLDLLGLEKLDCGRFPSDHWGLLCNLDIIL
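Evaluation: % inhibition relative to enzyme-containing and enzyme-free wells. Material: recombinant human TDP2. Benchmarks: enzyme-free and DMSO wells. Timing: enzyme reaction with compound for 2 h at 37 °C. Compound dosing: 12.8 µM only. Measured by: p-Nitrophenol epi absorbance. Reagent: T5PNP substrate at 5 mM, a TopII-DNA adduct mimic. Replication: single well per compound.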
rCAG binder – binds r(CAG) RNA repeats; r(CAG) RNA repeat, TO-PRO-1 dye displacement fluorescence; inhibition, % at 3 µM; actives 1.3% (n = 370,000); AID 651821;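 active means inhibition above the plate cutoff, the mean of all test compounds on that plate plus 3 SD, cut at about 35% in these data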;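 further: 0% = DMSO alone and 100% = 100 µM mitoxantrone as full dye displacement; higher means more dye released from RNA so lower well fluorescence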
PRMT1 inh – blocks human protein arginine methyltransferase 1 | recombinant PRMT1, activity-based probe fluorescence polarization | inhibition, % at 2.79 µM | actives 1.3% (n = 370,000) | Q99873;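 active means inhibition above about 21% made by adding two undisclosed values, limit read from the data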
Target sequence (Q99873 whole entry, looked up): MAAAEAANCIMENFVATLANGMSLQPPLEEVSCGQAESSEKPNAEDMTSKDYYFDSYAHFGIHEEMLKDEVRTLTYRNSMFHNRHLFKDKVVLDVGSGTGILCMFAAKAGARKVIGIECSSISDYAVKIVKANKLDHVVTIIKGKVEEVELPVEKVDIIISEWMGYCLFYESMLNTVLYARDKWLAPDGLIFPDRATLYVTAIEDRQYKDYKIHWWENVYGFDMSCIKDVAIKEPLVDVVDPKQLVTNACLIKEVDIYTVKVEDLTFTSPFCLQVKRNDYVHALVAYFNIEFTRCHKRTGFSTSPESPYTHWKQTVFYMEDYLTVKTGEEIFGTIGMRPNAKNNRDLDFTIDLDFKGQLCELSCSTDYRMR
HTRA1 inh – blocks human HTRA1 serine peptidase; Q92743; recombinant HTRA1, FP-rhodamine activity-based probe, fluorescence polarization; inhibition, % at 5.96 µM; actives 0.5% (n = 340,000); AID 504803; in the data active means inhibition above about 36%;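 further: 0% = enzyme with DMSO and 100% = wells lacking enzyme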
LEDGF integ inh – blocks HIV-1 LEDGF/p75-dependent DNA integration. inhibition, % at 3.7 µM. actives 0.64% (n = 370,000). TR-FRET IN-LEDGF/p75 DNA integration, Eu/Cy5;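 active means inhibition above the screen-wide mean plus 3 SD, cut at about 13% in these data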;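 further: signal is the Cy5 over europium emission ratio at 671 and 618 nm; 0% = plate median of compound wells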
The depositor's hits bear a star; nt = no result given; & = joins results of further samples.

SMILES | SIAE primary | PG9 binder | ABHD4 inh | Rev-erbA mod | TCR-CD3 inh | TDP2 inh | rCAG binder | PRMT1 inh | HTRA1 inh | LEDGF integ inh
COc1ccc2nc(N3C(=O)CC(Cc4ccc(Cl)cc4)C3=O)sc2c1 (configuration not stated) | -11 | 0.2 | -10 | 0 | 0 | 7 | 17 | 1 | -24 | 3
COc1cc(OC)cc(C(=O)Nc2ccc(S(=O)(=O)Nc3cnc4ccccc4n3)cc2)c1 | -20 | -1.3 | -15 | -5 | -5 | 1 | 64* | 7 | nt | -1
COc1ccc(/C=C2\SC(=O)N(CCNC(=O)Cc3coc4cc(OC)ccc34)C2=O)cc1 | 2 | -1.6 | 0 | -10 | 0 | -4 | 6 | 0 | -8 | 3
CC(c1ccccc1)n1cnc2ccccc2c1=O (configuration not stated) | 3 | 0.9 | 0 | 3 | 1 | -12 | -4 | -2 | -1 | 5
Cc1ccc(C)c(Sc2ccc(NC(=O)CCl)cc2)c1 | -10 | -3.5 | -8 | 14 | 1 | 2 | 1 | -1 | nt | 3
Cc1ccc(S(=O)(=O)N(C)CC(=O)NCC(=O)Nc2ccc(F)c(F)c2F)cc1 | 4 | 0.9 | 6 | 5 | -2 | 4 | 0 | -4 | -3 | -2
COc1cc(CN(CCc2c(C)[nH]c3ccc(C)cc23)C(=S)NC(C)(C)C)cc(OC)c1OC | 9 | -0.2 | 13 | -1 | 3 | -3 | 3 | -2 | -1 | 0
Cc1ccccc1-c1nc2ccccc2[nH]1 | -7 | 1.0 | -7 | 4 | -1 | -14 | 4 | 1 | -1 | -2
Cn1c(=O)oc2cc(S(=O)(=O)N3CCCC3)ccc21 | 12 | -1.7 | -7 | -4 | -2 | 9 | -1 | -4 | 4 | 1
CC(CCc1ccccc1)NC(=O)CN1CCN(c2ccc(O)cc2)CC1 (configuration not stated) | 3 | 1.5 | 21 | -6 | 0 | -19 | -2 | 23* | 4 | 5
COc1ccc(NC(=O)CN(CC(=O)Nc2ccc(OC)cc2)C(C)(C)CO)cc1 | 10 | -1.0 | 5 | 4 | 8 | 0 | 0 | -4 | 0 | -1
OC1CCCCC1Sc1nc2ccccc2s1 (configuration not stated) | -3 | -1.5 | -11 | 8 | 5 | -2 | -1 | 2 | -7 | 4
CN(C)S(=O)(=O)c1cccc(NC(=O)c2c[nH]c3ccccc23)c1 | -30 | 0.5 | -20 | -1 | -5 | -1 | 12 | 5 | -24 | -6
Cc1ccc(/C=C/C(=O)Nc2nnc(C)s2)o1 | 2 | -2.1 | 0 | 1 | -10 | 2 | 2 | 15 | 4 | -7
CCOC(=O)c1c(C)[nH]c(C)c1S(=O)(=O)NCCc1cccs1 | -1 | 0.2 | 1 | 5 | 2 | 0 | -1 | 0 | -7 | 0
COc1ccc(S(=O)(=O)Cc2ccc(C(=O)O)o2)cc1 | -11 | -0.6 | 1 | 6 | -6 | -2 | 2 | 6 | 4 | -5
COc1ccc(C2=NN(C(N)=S)C(c3ccccc3)C2)cc1 (configuration not stated) | 7 | -4.2 | 1 | -3 | 2 | -2 | -2 | -3 | -4 | -1
Cc1cc(C)cc(C(=O)NCC(=O)N2CCC(C(N)=O)CC2)c1 | 0 | -0.7 | 3 | -2 | -1 | -13 | -1 | -1 | 12 | 0
O=C(OCCOCCOC(=O)Oc1ccccc1)Oc1ccccc1 | -2 | -0.7 | -2 | -5 | 9 | 0 | 0 | 0 | 15 | -1
COc1cc(/C=C/C(=O)OCC(=O)c2ccc[nH]2)cc(OC)c1OC | -1 | -0.6 | 3 | 1 | 4 | -4 | 10 | -1 | -3 | 12
Cn1c(CC(=O)NNC(=O)c2ccc(F)cc2Cl)nc2ccccc21 | 3 | -1.7 | 4 | 0 | 0 | 0 | 1 | -1 | 10 | 1
O=C(c1ccco1)N1CCN(C23CC4CC(CC(C4)C2)C3)CC1 | 1 | -0.7 | 3 | -4 | 7 | -11 | -7 | -2 | 0 | 1
CCOC(=O)Cc1nc(N2CCN(C=O)CC2)c2c(C)c(C(=O)OCC)sc2n1 | 3 | nt | -2 | 7 | nt | 8 | 6 | -3 | nt | 2
Cc1cccc(N2CC(C(=O)O)CC2=O)c1 (configuration not stated) | -3 | -2.5 | 2 | 5 | 4 | 1 | 0 | -1 | -2 | -2
Cc1ccc(/C=N/Nc2ccc(F)cc2F)s1 | 4 | -0.9 | 4 | 0 | -1 | 3 | 2 | 7 | 11 | 2
O=C(OCC(=O)N1CCOCC1)c1cc(=O)[nH]c2ccccc12 | 1 | 0.3 | 4 | 3 | -5 | 5 | 1 | 5 | 6 | 2
Cn1[nH]c(=O)c2ccccc2c1=O | 3 | -1.4 | 6 | 2 | -8 | -2 | -2 | -3 | 8 | -2
O=C(Cn1cnc2cc([N+](=O)[O-])ccc2c1=O)NC1CCS(=O)(=O)C1 (configuration not stated) | 3 | -1.1 | -1 | -7 | -1 | 9 | 1 | 0 | -1 | 20*
Cc1cc(C)nc(NC(=O)c2cc([N+](=O)[O-])cc([N+](=O)[O-])c2)n1 | 5 | -1.9 | 2 | -7 | 1 | -4 | 0 | -1 | -5 | -3
CC(OC(=O)c1ccc(NC(=O)CC#N)cc1)C(=O)NC(=O)NC1CCCCC1 (configuration not stated) | -35 | 1.6 | -58 | 1 | 20* | -1 | 18 | -3 | 10 | 3
N#C/C=C(/N)N1CCN(c2ccc(Cl)c(Cl)c2)CC1 | 1 | -1.1 | -14 | -2 | -5 | -4 | 4 | 2 | -14 | -5
Cn1c(=O)c2c(ncn2Cc2cc(-c3ccccc3)no2)n(C)c1=O | -4 | -1.3 | -1 | 3 | 1 | -2 | -6 | 0 | 6 | -2
COc1ccc(C(=O)Nc2nnc(S(=O)(=O)N3CCOCC3)s2)cc1 | 2 | 0.8 | 7 | 2 | 1 | 3 | 6 | 2 | 3 | 0
COc1ccc(C)cc1NC(=O)c1ccc(OCc2c(C)noc2C)cc1 | 7 | 0.5 | -7 | 1 | -3 | 0 | 0 | 1 | -6 | -2
Nc1c(S(=O)(=O)c2ccccc2)c2nc3ccccc3nc2n1CCN1CCOCC1 | 4 | 1.4 | -4 | -1 | -10 | 2 | 1 | 3 | -5 | 4
C/C(N)=C(/C#N)C(=O)CSc1nc2ccccc2c(=O)n1CCCOC(C)C | -5 | -1.5 | 0 | -1 | 9 | -3 | -3 | 0 | -4 | 0
COCCCNC(=O)/C=C/c1ccc(OCc2c(F)cccc2Cl)cc1 | 3 | 0.0 | -7 | nt | -3 | -2 | -3 | -6 | -13 | 0
CN(C)/C=C1\C(=O)N(c2ccc(F)cc2F)C(c2cccnc2)S1(=O)=O (configuration not stated) | -3 | -0.8 | 6 | 6 | 0 | -4 | -4 | -6 | 1 | 1
COc1ccc(-c2nc(CS(=O)CC(=O)NC(C)CCc3ccccc3)c(C)o2)cc1OC (configuration not stated) | 4 | 1.7 | -7 | 1 | 0 | 5 | -2 | 12 | -3 | -2
COC(=O)[C@@]1(Cc2ccc(F)cc2)[C@H]2c3cc(C(=O)N4CCCC4)n(CC4CC4)c3C[C@H]2CN1C(=O)c1ccccc1 | 3 | 1.2 | 6 | 0 | -2 | 3 | 6 | 7 | nt | -4
COc1ccc(-n2c3c(cc(C(=O)N4CCCCC4)c2=O)C(=O)CC(C)(C)C3)cc1 | -3 | -0.1 | 6 | -1 | 4 | -1 | -6 | -2 | 3 | -1
CCOC(=O)[C@@]12CN(C(=O)OC(C)(C)C)CC=C1N(Cc1ccc(OC)cc1)C(=O)[C@H]2CC(=O)N1CCCCC1 | 1 | nt | 10 | 1 | nt | 8 | 0 | 4 | nt | -2
O=C(C[N+]12CC[N+](CC(=O)c3ccc(F)cc3)(CC1)CC2)c1ccc(F)cc1 | -2 | 1.7 | -8 | 2 | -8 | -5 | 1 | 11 | 24 | 3
CSc1nc2nc3c(c(=O)n2[nH]1)CCC3 | 8 | -0.2 | 1 | 3 | 3 | 0 | 0 | -1 | -2 | -2
O=C(CCSCc1ccc(Cl)cc1)NCCC1=CCCCC1 | 8 | -0.4 | -3 | 4 | -5 | -1 | -2 | 1 | -5 | 0
CCN(CC)S(=O)(=O)c1cccc(C(=O)N/N=C/c2ccc(O)c(O)c2O)c1 | 34* | -1.4 | 42* | 2 | 31* | -6 | 53* | 27* | 34 | 3
CCCCNC(=O)c1ccc(CNc2c(N3CCC(C(=O)OCC)CC3)c(=O)c2=O)cc1 | 1&4 | -1.3&0.4 | -3&0 | -4&-8 | 1&-1 | -5&-8 | 1&-4 | -2&0 | -4&-2 | 0&6
CCCNC(=O)N1CCN(Cc2ccco2)CC1 | 4 | 0.5 | 4 | 1 | 3 | -3 | 4 | 3 | 6 | 0
COC(=O)CC1Oc2ccc(C)cc2NC1=O (configuration not stated) | -5 | -2.5 | 4 | -2 | -4 | 2 | 1 | -1 | 4 | -3
C[C@H](NC(=O)c1nc[nH]c1C(=O)N1CCN(c2ccccc2)CC1)C(=O)OCc1ccccc1 | 4 | 0.1 | -2 | -3 | 6 | -2 | -12 | -4 | 7 | 2
COCCNC(=O)Cn1c(=O)n(C)c2ccccc21 | 3 | 0.1 | 0 | -6 | -2 | -9 | -2 | -4 | 2 | 1
O=C(O)c1cccc(-n2sc3ccccc3c2=O)c1 | 18* | 0.5 | -9 | -3 | -1 | -8 | -3 | 93* | -1 | 0
O=C(NC(=S)NCc1cccnc1)c1cc(Br)ccc1Cl | -11 | -2.0 | -7 | -3 | 6 | -1 | -4 | 1 | -2 | -2
COc1cccc(SCc2noc(C(=O)NC(C)C)c2C(=O)NC(C)C)c1 | 5 | -1.1 | 0 | 2 | 5 | -5 | -8 | -1 | -16 | 2
COc1ccc2cc(C(c3nnnn3C(C)(C)C)N3CCSCC3)c(=O)[nH]c2c1 (configuration not stated) | 6 | 0.0 | 0 | 4 | 4 | 2 | 9 | 34* | -2 | 2
COc1ccc(-c2cnc3c(NC=O)cc(-c4ccc(S(C)(=O)=O)cc4)cn23)cc1OC | -3 | -1.6 | -1 | 5 | 3 | 0 | 8 | 0 | nt | 3
Cc1ccnc(NS(=O)(=O)c2cnc(Cl)c(Br)c2)c1 | 2 | 0.3 | 5 | -5 | 8 | -3 | 0 | -2 | 9 | 3
Nc1nc(SCCN2C(=O)c3ccccc3C2=O)n[nH]1 | 2 | -1.3 | 4 | 2 | -11 | 8 | 1 | 0 | 5 | -3
O=C(c1cnc(Cc2c[nH]c3ccccc23)c(I)c1)N1CCOCC1 | 6 | 0.1 | 6 | 3 | 12 | 8 | 11 | 3 | nt | -2

Part of the list above in order of count of non-hydrogen atoms, smallest number first.
SMILES | SIAE primary | PG9 binder | ABHD4 inh | Rev-erbA mod | TCR-CD3 inh | TDP2 inh | rCAG binder | PRMT1 inh | HTRA1 inh | LEDGF integ inh
O=C(O)c1cccc(-n2sc3ccccc3c2=O)c1 | 18* | 0.5 | -9 | -3 | -1 | -8 | -3 | 93* | -1 | 0
O=C(CCSCc1ccc(Cl)cc1)NCCC1=CCCCC1 | 8 | -0.4 | -3 | 4 | -5 | -1 | -2 | 1 | -5 | 0
O=C(C[N+]12CC[N+](CC(=O)c3ccc(F)cc3)(CC1)CC2)c1ccc(F)cc1 | -2 | 1.7 | -8 | 2 | -8 | -5 | 1 | 11 | 24 | 3

Not all compounds are listed; the hit share may differ from the screen's.
